# From PubChem
# CHRM5 PAM – human M5 muscarinic receptor positive allosteric modulators, primary screen, CHO-K1 cells, Fluo-8 calcium fluorescence | Muscarinic acetylcholine receptor M5 (Homo sapiens), P08912 | CHO-K1 hM5, ACh EC20 PAM; 0% = ACh EC20, 100% = ACh EC100 | activation, % at 3 µM | 0.3% of 360,000 active;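 active = activation above the run cutoff, the mean activation of all test compounds plus 3 SD, cut at about 18% in these data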
#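 system = human M5 receptor in CHO-K1 cells | compound = one concentration, 3 µM final (nominal) | schedule = Post-acetylcholine fluorescence recording 140 s | signal = Fluo-8 calcium dye fluorescence, kinetic read | benchmarks = low control EC20 acetylcholine (0%), high control EC100 acetylcholine (100%) | repeats = singlicate, one well per test compound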
# CRFBP-R2 agonist – agonists of CRF-BP/CRF-R2 complex, primary screen, cell-based, HEK293, calcium dye fluorescence, uHTS; CRF-binding protein / CRF receptor 2 complex (human); 0.46% of 350,000 active; AID 588473, 2011; calcium dye fluorescence (FLIPR); percent of saturating CRF peptide response; activation, % at 13.2 µM;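 active = activation of at least 50%, plus an integration ratio under a set limit after plate pattern correction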;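 also: plate controls were neutral control wells without compound for no effect and CRF at EC100 for full effect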
# CHRM4 agonist – human M4 muscarinic receptor agonists, primary screen, CHO-K1 cells, Fluo-8 calcium fluorescence | Muscarinic acetylcholine receptor M4 (Homo sapiens), P08173 | CHO-K1 hM4/Gqi5; vehicle 0%, full acetylcholine response 100% | activation, % at 3 µM | 0.14% of 360,000 active;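 active = activation above the run mean over all test wells plus 3 SD, cut at about 32% in these data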;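 also: peak over basal fluorescence ratio per well then scaled between controls; 0% = DMSO wells and 100% = acetylcholine at EC100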
# IDE inh – human IDE inhibitors in live cells, primary screen, fluorescence polarization, HEK cells, FAbetaB substrate | Insulin-degrading enzyme (Homo sapiens), P14735 | FAbetaB cleavage | inhibition, % at 5.59 µM | 0.41% of 320,000 active;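 active = percent inhibition above the average of all tested compounds plus 3 SD, set per screening campaign, cut at about 16% in these data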;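 also: IDE supplied by intact live HEK cells; FP after avidin binding of uncleaved biotin substrate so inhibition keeps polarization high; 0% = DMSO wells and 100% = 60 µM reference IDE inhibitor Ii1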
# Target sequence (P14735 whole entry, looked up): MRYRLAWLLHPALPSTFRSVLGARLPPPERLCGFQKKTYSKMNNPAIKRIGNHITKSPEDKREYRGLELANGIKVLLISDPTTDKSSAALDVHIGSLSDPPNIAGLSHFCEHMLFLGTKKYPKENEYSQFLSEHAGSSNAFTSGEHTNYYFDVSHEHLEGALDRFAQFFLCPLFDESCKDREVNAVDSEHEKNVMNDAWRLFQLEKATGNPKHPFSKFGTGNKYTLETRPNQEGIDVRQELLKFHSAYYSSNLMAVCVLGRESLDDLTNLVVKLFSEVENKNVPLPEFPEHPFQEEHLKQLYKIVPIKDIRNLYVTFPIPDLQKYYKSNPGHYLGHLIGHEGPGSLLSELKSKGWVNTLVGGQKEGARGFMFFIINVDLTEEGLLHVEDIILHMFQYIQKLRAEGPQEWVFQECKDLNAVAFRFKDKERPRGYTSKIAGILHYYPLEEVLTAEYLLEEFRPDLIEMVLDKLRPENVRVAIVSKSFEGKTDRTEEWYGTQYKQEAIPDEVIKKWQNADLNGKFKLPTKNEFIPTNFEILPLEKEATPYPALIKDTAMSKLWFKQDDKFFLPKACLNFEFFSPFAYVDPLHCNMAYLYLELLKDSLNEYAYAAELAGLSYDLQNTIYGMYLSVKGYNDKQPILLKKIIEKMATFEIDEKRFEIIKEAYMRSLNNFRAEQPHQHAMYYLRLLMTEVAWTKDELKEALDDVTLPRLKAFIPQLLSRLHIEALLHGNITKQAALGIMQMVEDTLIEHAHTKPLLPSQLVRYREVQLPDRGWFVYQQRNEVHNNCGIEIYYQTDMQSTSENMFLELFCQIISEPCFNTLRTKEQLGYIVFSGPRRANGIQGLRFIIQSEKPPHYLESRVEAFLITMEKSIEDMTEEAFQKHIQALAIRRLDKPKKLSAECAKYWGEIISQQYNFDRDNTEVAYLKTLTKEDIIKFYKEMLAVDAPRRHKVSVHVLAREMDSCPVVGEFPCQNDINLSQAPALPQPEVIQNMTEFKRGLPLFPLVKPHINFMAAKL
# CHRM4 antagonist – human M4 muscarinic receptor antagonists, primary screen, CHO cells, Fluo-8 calcium fluorescence; AID 624125, 2012; inhibition, % at 3 µM; CHO-hM4 cells, ACh EC80; 0.73% of 360,000 active;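 active = inhibition above its plate's cutoff, the mean inhibition of sample wells plus 3 SD, cut at about 27% in these data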;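 also: 0% = acetylcholine EC80 with DMSO and 100% = DMSO without agonist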
# CRFR2-BP antag – antagonists of CRF-BP/CRF-R2 complex, primary screen, cell-based, HEK293, calcium dye fluorescence, uHTS; CRF-induced calcium fluorescence; inhibition, % at 11.8 µM; 0.59% of 350,000 active; AID 588475, 2011;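 active = inhibition of the ligand-induced calcium signal above about 50% at the single tested concentration, limit read from the data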
# CHRM5 antagonist – human M5 muscarinic receptor antagonists, primary screen, CHO cells, Fluo-8 calcium fluorescence | AID 624040, 2012 | Muscarinic acetylcholine receptor M5 (Homo sapiens), P08912 | 0.59% of 360,000 active | inhibition, % at 3 µM | CHO-hM5 cells, ACh EC80;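 active = inhibition above a per-plate cutoff, the mean of that plate's test compounds plus 3 SD, cut at about 27% in these data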;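 also: 0% = acetylcholine EC80 with DMSO and 100% = DMSO without agonist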
# CHRM4 PAM – human M4 muscarinic receptor positive allosteric modulators, primary screen, CHO-K1 cells, Fluo-8 calcium fluorescence; 0.4% of 360,000 active; CHO-K1 hM4/Gqi5, ACh EC20; 0% = ACh EC20, 100% = maximal ACh; activation, % at 3 µM; Muscarinic acetylcholine receptor M4 (Homo sapiens), P08173;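 active = activation above its plate's cutoff, the mean activation of sample wells plus 3 SD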; also: some results filed as inactive read as strong as hits
# CHRM5 agonist – human M5 muscarinic receptor agonists, primary screen, CHO-K1 cells, Fluo-8 calcium fluorescence; AID 624037, 2012; CHO-K1 hM5 cells; 0% DMSO wells, 100% maximal acetylcholine response; activation, % at 3 µM; 0.19% of 360,000 active; Muscarinic acetylcholine receptor M5 (Homo sapiens), P08912;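 active = activation above the run's mean over test compounds plus 3 SD, cut at about 23% in these data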;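 also: signal is peak over basal fluorescence ratio across the kinetic read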
# An asterisk follows results filed as active; . = no result given.
SMILES,CHRM5 PAM,CRFBP-R2 agonist,CHRM4 agonist,IDE inh,CHRM4 antagonist,CRFR2-BP antag,CHRM5 antagonist,CHRM4 PAM,CHRM5 agonist
CN(c1ccccc1)S(=O)(=O)c1cccc(NC(=O)CCNC(=O)c2ccc(Cl)cc2)c1,-19.0,-0.6,3.5,-0.8,2.3,19.4,-0.2,-4.5,-5.7
CCOC(=O)c1ccc(N2C(=O)CC(Nc3ccc(O)cc3)C2=O)cc1 (configuration not stated),-1.0,1.5,0.3,0.8,-9.9,-3.7,-1.8,-3.5,3.3
CN(C)CCCNC(=O)/C(=C\c1ccc(-c2cccc([N+](=O)[O-])c2)o1)NC(=O)c1ccccc1,2.6,-1.1,0.1,5.6,-7.5,11.3,0.6,2.4,-4.3
CCOC1(/N=C(\C)NS(=O)(=O)c2ccc(Cl)cc2)C(C)=CC(=O)C=C1C,-1.4,-3.4,-0.2,1.7,9.4,-1.5,6.3,-9.1,1.8
COc1cccc(CN(C)C(=O)CN2C(=O)NC(c3ccccc3)(c3ccccc3)C2=O)c1OC,0.4,-0.8,5.1,1.1,2.0,-1.9,5.0,2.4,5.0
Cc1[nH]c(=O)[nH]c(=O)c1/C=N/NC(=O)CCCCCNC(=O)OC(C)(C)C,0.9,0.3,0.5,1.3,-17.8,-5.8,7.5,-7.7,-0.1
Cc1noc(C)c1COC(=O)Cc1ccc(Cl)c(Cl)c1,-1.8,-2.2,-0.2,3.4,-3.2,62.5*,3.2,-2.4,-10.4
COc1cc2cc(CCCOC(=O)c3ccc(C(F)(F)F)cc3)oc(=O)c2cc1OC,-4.0,2.3,1.2,2.3,-4.5,-1.9,2.7,9.3,0.5
N#CC(=C=[N-])C1=C(C#N)C(c2ccccc2F)C([n+]2ccccc2)C(O)(C2CC2)N1 (configuration not stated),-4.4,2.8,0.2,6.3,4.8,-10.6,13.1,10.8,-1.3
Cc1ccc(NC(=S)NCc2ccc3c(c2)OCO3)c(C)c1,11.9,-0.5,0.2,7.9,-5.0,12.9,-3.2,-4.1,-9.3
CCOC(=O)C1=C(C)C(c2ccccc2OC)NC(=S)N1 (configuration not stated),-1.0,-1.7,0.7,-1.2,4.3,17.0,-0.3,0.7,0.6
O=C1c2ccccc2C(c2nnnn2Cc2ccccc2)N1C1CC1 (configuration not stated),-3.8,.,0.7,.,6.4,.,-1.9,-3.9,1.3
CCOc1cc2[nH]c(=O)n(CCCN3CCN(c4ccc(OC)cc4)CC3)c(=O)c2cc1OCC,5.0,-2.3,0.1,-13.2,-12.4,6.7,1.1,5.7,-10.2
CCOC(=O)C1=C(C)OC(=CC=Cc2ccccc2)C1=O,-4.3,0.5,2.7,.,-15.2,29.7,-0.1,0.9,-0.3
COc1ccc(NC(=O)c2ccc3c(c2)OCO3)cc1,5.7,-0.1,1.1,-2.1,-7.3,2.5,-0.2,1.6,3.6
CCOC(=O)C1=C(C)NC(C)=C(C(=O)OCC)C1c1cccs1,-5.9,-0.8,-2.1,4.2,-0.9,-6.1,0.6,-0.9,-7.8
O=C(CSc1nnc(-c2cccnc2)s1)Nc1ccc(C(=O)O)cc1,1.8,0.3,0.3,9.4,-2.9,-5.7,1.3,3.7,-0.6
CCN(CC)c1ccc(-c2c(C#N)c(N)nc(OC)c2C#N)cc1,-7.1,1.1,10.1,-2.0,-1.1,-4.8,16.2,-20.3,2.4
CCn1c(=O)c2ccccc2n2c(SCC(=O)N3CCCc4ccccc43)nnc12,4.5,-2.9,3.9,2.5,-21.9,26.3,-18.4,6.1,3.3
C=CCN(CC=C)C(=O)C1CCC(C(=O)N(CC=C)CC=C)CC1 (configuration not stated),7.5,1.1,1.1,3.9,5.5,7.9,-2.5,12.0,-2.4
CS(=O)(=O)c1ccc(C(=O)OCc2nnc(-c3ccc(Cl)cc3)o2)cc1[N+](=O)[O-],-6.6,-1.9,7.3,6.0,14.9,9.4,17.6,-5.9,-5.1
CCCN(CC(=O)Nc1ccccc1C)C(=O)c1ccc(C(=O)c2ccccc2)cc1,-3.4,-1.0,8.9,2.4,-4.5,-2.8,0.2,1.2,5.1
Cc1ccc(F)cc1NC(=O)c1cnccn1,4.5,2.2,0.6,-6.3,3.9,0.6,-2.0,-4.5,0.6
O=C(COc1cccc2c1CCNC2=O)Nc1ccc(F)cc1,0.5,-1.1,1.5,.,-2.6,6.1,3.5,-3.6,2.5
Cc1cc2occ(CC(=O)NNC(=O)c3ccccc3F)c2cc1C,-5.6,-0.5,2.0,3.5,-6.8,12.7,-1.2,-2.8,-0.1

# The closing three records of the part above lead into the next.
SMILES,CHRM5 PAM,CRFBP-R2 agonist,CHRM4 agonist,IDE inh,CHRM4 antagonist,CRFR2-BP antag,CHRM5 antagonist,CHRM4 PAM,CHRM5 agonist
Cc1ccc(F)cc1NC(=O)c1cnccn1,4.5,2.2,0.6,-6.3,3.9,0.6,-2.0,-4.5,0.6
O=C(COc1cccc2c1CCNC2=O)Nc1ccc(F)cc1,0.5,-1.1,1.5,.,-2.6,6.1,3.5,-3.6,2.5
Cc1cc2occ(CC(=O)NNC(=O)c3ccccc3F)c2cc1C,-5.6,-0.5,2.0,3.5,-6.8,12.7,-1.2,-2.8,-0.1
Cn1c(C(O)c2ccc(Cl)cc2)nc(Cl)c1Cl (configuration not stated),-4.4,0.8,0.4,-4.2,-1.2,8.6,2.8,-3.8,-4.2
COCCCn1c(SCC(=O)Nc2ccccc2)nnc1-c1ccncc1,-6.2,-0.5,0.6,3.0,-2.8,10.7,7.8,-0.6,-2.7
Cc1ccc(NC(=O)CN2C(=O)S/C(=C/c3ccncc3)C2=O)cc1,4.8,0.8,3.8,3.2,4.0,-48.6,-7.4,-2.7,-1.6
O=C1Nc2cc(Cl)c(Cl)cc2N(O)N1c1cc(Cl)cc(Cl)c1,4.8,1.2,2.6,2.8,-3.9,24.9,-11.0,5.0,4.0
COc1ccc(OC)c(NC(=O)CSc2ccc3nnc(-c4ccccn4)n3n2)c1,1.9,0.0,0.8,-0.1,0.8,2.6,9.5,5.9,-0.2
Cc1cccc(NC(=O)N2CCc3ccccc3C2)c1C,3.6,-1.2,1.8,.,-16.4,10.9,-5.5,3.8,-8.0
COc1ccc([C@H]2C[C@@H](n3cc(COC(=O)c4ccccc4)nn3)[C@H](O)CN2CC2CCCCC2)cc1,0.7,3.8,0.4,.,-12.2,-22.8,-1.0,-0.4,1.5
COc1ccccc1/C=C\C(=O)NCC(=O)N/N=C(/C)c1cccc([N+](=O)[O-])c1,-4.7,-0.2,1.4,3.4,-10.0,-4.8,10.0,-1.6,-2.7
C=CCOc1ccc(CNC(C)(C)CO)cc1OC,4.0,1.9,2.9,-0.1,7.0,14.9,-4.0,3.1,-0.1
CCCSc1nc(C)cc(C)c1S(=O)(=O)c1ccccc1C,-9.7,-1.7,-1.6,8.6,-1.2,20.1,-5.5,3.6,-8.3
Cn1c(SCC(=O)c2ccccc2)nnc1C1COc2ccccc2O1 (configuration not stated),0.9,0.3,1.9,6.3,-0.2,2.6,4.6,1.8,-0.1
Cc1nc(C)c(C(=O)NCCC(c2ccccc2)c2ccccc2)o1,-10.4,-5.6,6.4,-1.1,4.1,-4.3,12.5,-3.0,4.1
COc1ccc2c(CC(=O)Nc3ccc4nc(N5CCOCC5)sc4c3)coc2c1,2.4,-1.1,6.0,.,1.6,6.6,1.1,-0.8,3.6
CCOC(=O)[C@]12CCCC=C1N(Cc1ccccc1)C(=O)[C@H](CC(=O)NCc1cccc(C(F)(F)F)c1)C2,1.5,.,4.0,.,-2.8,.,-2.3,-2.1,-2.3
O=C(N/C(=C\c1cccc(Br)c1)C(=O)N1CCCCC1)c1ccco1,-4.7,0.7,4.5,-0.6,-0.4,-12.6,12.0,-1.0,1.2
COC(=O)c1c(SCC(=O)Nc2ccc(C)cc2)nc(=O)[nH]c1C,7.7,0.3,0.9,-8.2,-4.6,-1.6,2.6,3.8,6.4
C=CCOc1ccc(CNc2nccs2)cc1,-3.0,-1.4,-0.6,1.9,11.8,12.5,0.0,-0.2,-4.4
N#Cc1c2c(c(NCc3cccnc3)n3c1nc1ccccc13)CCC2,-2.0,-1.2,-0.2,6.4,-1.6,-2.5,1.9,0.4,-1.7
COc1ccc(C(=O)N/N=C/c2sc(=O)n(Cc3cccc(C(=O)O)c3)c2Cl)cc1,-1.1,0.7,-0.2,1.7,3.7,-11.2,4.6,1.1,0.7
Cn1cc([N+](=O)[O-])c(C(=O)NCc2ccccc2)n1,-4.7,0.8,0.7,5.2,-14.4,11.3,7.9,2.6,-1.0
CCCS(=O)(=O)NC(=O)C1(C)CCN(C(=O)c2cc(F)ccc2C)C1 (configuration not stated),1.2,.,-0.6,.,13.5,.,2.5,-2.8,0.2
CCCCn1c(N)c(C(=S)NC(=O)CC(C)(C)C)c(=O)n(C)c1=O,-6.3,0.5,0.2,7.6,13.0,-22.0,2.4,13.4,-1.9
O=C(O)c1cccn1Cc1ccccc1F,-2.8,-1.7,0.4,1.4,-7.3,-7.7,7.2,6.6,-4.7
CCC12CN3CCN(CC(C3)/C1=N\NC(=O)Nc1ccccc1)C2,-10.5,0.7,1.5,3.7,-6.3,-1.0,9.6,-7.9,0.5
CSC[C@H](NC(=O)Cc1c(C)c2cc3c(C)c(C)oc3cc2oc1=O)C(=O)N[C@@H](Cc1ccccc1)C(=O)O,1.1,-1.6,0.5,3.2,-4.7,16.0,-0.9,4.0,2.2

# Further results:
SMILES,CHRM5 PAM,CRFBP-R2 agonist,CHRM4 agonist,IDE inh,CHRM4 antagonist,CRFR2-BP antag,CHRM5 antagonist,CHRM4 PAM,CHRM5 agonist
O=C(c1ccccc1)N1CCC2(CC1)NCCc1[nH]cnc12,3.5,-0.2,0.9,0.6,-10.9,-12.8,2.9,7.4,-4.2
COc1ccc2nc(NC(=O)CCc3nc(-c4ccccc4F)no3)sc2c1,-0.4,-0.1,1.9,.,-0.3,26.2,3.6,0.4,-0.3
Cc1cc(C)nc(NC(=S)Nc2cccc(Cl)c2Cl)c1,5.7,4.0,0.2,4.1,-15.2,-10.2,1.6,3.2,-4.9
CC(C)(C)NC(=O)C(c1ccncc1)N(C(=O)Cn1nnc(-c2ccc(F)cc2)n1)c1cccc(F)c1 (configuration not stated),3.1,0.4,2.6,4.1,-12.0,-1.8,-0.6,11.9,0.3
COc1ccc([C@H]2CC(=O)C=C(c3ccc(OC(F)(F)F)cc3)C2)cc1OC,-7.6,1.6,5.3,-3.5,5.7,-6.5,16.2,-4.3,-1.2
O=S(=O)(Nc1ccc(Br)cc1)N1CCOCC1,-9.2,-0.5,1.4,-2.8,12.0,-2.5,9.2,-3.6,-2.5
O=C(O)C(CC1CCCCC1)N1CCS(=O)(=O)CC1 (configuration not stated),-0.8,0.0,2.9,-1.6,-2.5,-17.4,-8.4,20.2,0.5
